MLL CXXC-DNA inh: inhibitors of human MLL CXXC domain-DNA interaction; Q03164; MLL-CXXC / FITC-HOXA9 DNA fluorescence polarization; Potency, µM (series often up to 115 µM), for the others: at the highest dose activity change, negative = inhibition, hits mostly inhibitors; 0.037% of 290,000 active; AID 2662; active = well fitted inhibition curve with a large enough effect in the polarisation, with a control signal flat, not every such curve was filed as active; inconclusive = small, poorly fitted or top-dose-only effect, or effect the other way, or a change in a side signal; inactive = no such curve, though single readings can be large or run the other way; the % refers to the polarisation; also: potency is read from the fitted curve at half-maximal effect
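Fluorescence polarization: 7 uM MLL-CXXC (stock) preincubated 5 min with compounds, then 50 nM fluorescein-HOX-A9 DNA (stock) added; 30 min ambient. Buffer 50 mM Tris-HCl pH 7.5, 50 mM NaCl, 1 mM DTT, 0.05% BSA.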
TRPV1 agonist: human TRPV1 agonism | activation, % at 8.33 µM | Q8NER1 | 0.19% of 320,000 active | TRPV1-expressing cells, Fluo-8 calcium influx, agonist mode; in the data active = activation above about 80%; inconclusive = between about 30% and that limit; also: 0% is about no effect
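TRPV1-expressing cells were cultured overnight at 35.5C and loaded with Fluo-8 calcium dye for 40 to 90 min at room temperature. After a 10 s baseline, compound was added and calcium influx was read kinetically for 3 min (ex 480/em 520 nm).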
p53 reactivation: restores transcriptional activity of mutant p53. Potency, µM (highest dose often 92.2 µM), for inactives: at the highest dose activity change, positive = activation, actives largely listed as activators. AID 504706. H1299 p53-A138V BP100-luciferase reporter, luminescence, 24 h. 0.063% of 320,000 active; also: potency is read from the fitted curve at half-maximal effect; % of control where 0% means no effect; nearly all actives have a fitted effect of over 45% in size
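H1299 (p53-null), stable ts p53-A138V + BP100-Luc; 1000 cells/well, Opti-MEM/10% FBS; cpd 4 pt, 1:5; 24 h, 37 deg C, 5% CO2; detection reagent 10 min RT; luminescence.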
ELG1 repair inh: inhibitors of ELG1-dependent DNA repair in HEK293T cells | 2.3% of 330,000 active | HEK293T ELG1-luciferase reporter, luminescence, 16 h; DNA damage induced by 5-fluorouridine | Potency, µM (top dose mostly 46.1 µM), without a hit: top-dose activity change, negative = inhibition, most hits filed as inhibitors | AID 504467; also: potency is read from the fitted curve at half-maximal effect; % is scaled to controls: 0 for no effect and ±100 for the full control effect; nearly all actives have a fitted effect of over 55% in size
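Overnight (16 hr) co-exposure of 2,000 cells/well to 5-fluorouridine and compound at 37 °C preceded detection. Luciferase was quantified via ONE-Glo luminescence; loss of signal denotes inhibition.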
B2AR arrestin: recruits beta-arrestin to the human beta2-adrenergic receptor | 0.02% of 330,000 active | Potency, µM (titrated, usually from 46.1 µM), without a hit: at the highest dose activation, most hits filed as activators | AID 492947 | beta-arrestin recruitment to beta2AR, cell-based reporter | P07550;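 also: potency is read from the fitted curve at half-maximal effect; 0% = DMSO controls and full agonism = EC100 isoproterenol or metaproterenol; nearly all actives have a fitted effect of over 65% in size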
Target sequence (P07550 whole entry, looked up): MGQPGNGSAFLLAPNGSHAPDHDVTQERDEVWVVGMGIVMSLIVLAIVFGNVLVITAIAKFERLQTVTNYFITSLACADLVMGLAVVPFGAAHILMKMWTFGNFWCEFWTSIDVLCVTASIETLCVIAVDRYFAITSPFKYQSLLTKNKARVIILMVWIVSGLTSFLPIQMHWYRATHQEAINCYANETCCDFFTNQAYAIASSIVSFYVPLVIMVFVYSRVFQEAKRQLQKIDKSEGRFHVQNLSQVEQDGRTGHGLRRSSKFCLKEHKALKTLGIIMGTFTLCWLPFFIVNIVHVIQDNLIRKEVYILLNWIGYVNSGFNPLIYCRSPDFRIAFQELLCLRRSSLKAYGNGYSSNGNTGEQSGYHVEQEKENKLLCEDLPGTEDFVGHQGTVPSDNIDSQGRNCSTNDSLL
TSG101-PTAP inh: blocks PTAP/TSG101 interaction to inhibit HIV-1 budding; Q99816; Fluorescence polarization, FITC-PTAP peptide / Tsg101 binding; Potency, µM (titrated, usually from 115 µM), for the others: at the top dose activity change, negative = inhibition, actives largely listed as inhibitors; AID 493005; 340,000 tested, under 10 active; active = well fitted inhibition curve with a large enough effect in the main read-out, with a control signal flat, not every such curve was filed as active; inconclusive = small, poorly fitted or top-dose-only effect, or effect the other way, or a change in a side signal; inactive = no such curve, though single readings can be large or run the other way; also: potency is read from the fitted curve at half-maximal effect; % of control where 0% means no effect
Target sequence (Q99816 whole entry, looked up): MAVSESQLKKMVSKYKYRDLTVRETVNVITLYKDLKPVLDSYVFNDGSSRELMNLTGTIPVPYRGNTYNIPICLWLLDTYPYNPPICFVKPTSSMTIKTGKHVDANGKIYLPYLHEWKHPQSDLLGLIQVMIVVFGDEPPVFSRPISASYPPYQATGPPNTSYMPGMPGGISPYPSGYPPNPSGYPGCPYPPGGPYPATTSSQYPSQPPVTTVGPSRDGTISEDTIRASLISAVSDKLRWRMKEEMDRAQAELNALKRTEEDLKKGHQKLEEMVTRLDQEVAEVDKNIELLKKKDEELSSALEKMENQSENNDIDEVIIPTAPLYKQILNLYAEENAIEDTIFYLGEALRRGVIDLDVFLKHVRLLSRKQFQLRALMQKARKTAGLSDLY
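Fluorescence anisotropy tracks displacement of a FITC-tagged PTAP peptide (50 nM) from the Tsg101 binding domain (10 uM), following a 20 min room-temperature incubation at pH 7.5.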
TCR act: activators of T cell receptors; primary human leukocytes, anti-CD3, IL-2 HTRF, 48 h; Potency, µM (doses to about 9.22 µM), for inactives: at the top dose activation of IL-2 secretion, most hits filed as activators; 330,000 tested, under 10 active; also: % of control where 0% means no effect
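1) Mix primary human leukocytes, a-CD3 beads and compound. 2) Incubate 48 hr. 3) Add HTRF IL-2 reagents (a-IL-2-K, a-IL-2-d2).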
AT treatment: candidate therapy for ataxia-telangiectasia; AID 485349; […] A-T fibroblasts, KAP-1 phosphorylation AlphaLISA; neocarzinostatin DNA damage 30 min before lysis; Potency, µM (titrated, usually from 57.5 µM), for inactives: at the highest dose activation, actives largely listed as activators; 0.19% of 320,000 active; also: potency is read from the fitted curve at half-maximal effect; % of control where 0% means no effect; nearly all actives have a fitted effect of over 45% in size
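ATM-like activity read as KAP-1 phosphorylation via AlphaLISA donor/acceptor antibody pairs after lysis and 6 hr at 25C. Cells were ATM-null patient fibroblasts ([…], hTERT), dosed 60 min, then exposed to the DSB inducer NCS for 30 min.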
a7 integrin act: activates integrin-mediated alleviation for muscular dystrophy. alpha7betagal myoblasts, beta-gal FDG fluorescence, 48 h. Potency, µM (doses to about 38.3 µM), without a hit: at the highest dose activation, hits mostly activators. 0.064% of 350,000 active. AID 624291;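 also: potency is read from the fitted curve at half-maximal effect; 100% = response of the positive control SU9516; nearly all actives have a fitted effect of over 60% in size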
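alpha7betagal+/- myoblasts (passage 13, 250/well) treated 48 h at 37C with compounds at 1:260 dilution of DMSO stock. Lysed, then beta-galactosidase activity read as FDG fluorescence (ex 480/em 540) after 30 min, with pre-read for autofluorescence.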
BRCA1 expr up: increases BRCA1 expression | MCF7-BRCA1-FFLuc reporter, luminescence, 48 h; response scale: scaled: vehicle 0%, 10 µM genistein 100% | 1.1% of 380,000 active | Potency, µM (series often up to 46.1 µM), without a hit: at the top dose activation, actives largely listed as activators; also: potency is read from the fitted curve at half-maximal effect; nearly all actives have a fitted effect of over 80% in size; some results filed as inactive show a strong effect at the top dose
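Activators of BRCA1 expression were detected as increased firefly luciferase luminescence in engineered MCF7 cells after 48 h compound incubation. Signals were scaled to genistein 10 microM as full activation.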
Active calls of the source: *; ? = inconclusive; . = no result given; [ ] = dose if it differs, or a comment. Unless noted, calls follow the shape of the dose curve; as a rule, active = well fitted curve in the direction sought with a large enough effect; inconclusive = small, poorly fitted or top-dose-only effect, or another doubt; inactive = no such curve, though single readings can be large; an effect the other way counts as inactive or inconclusive.

Results follow in this order: MLL CXXC-DNA inh, TRPV1 agonist, p53 reactivation, ELG1 repair inh, B2AR arrestin, TSG101-PTAP inh, TCR act, AT treatment, a7 integrin act, BRCA1 expr up
COc1cc(OC)nc(NC(=O)NS(=O)(=O)c2ccc(F)cc2)n1
  -2%, -4, -2%, 9%, -0.3%, -5%, -15%, -4%, 8%, -21%
CC(=O)Nc1ccc(C(=O)N2CCN(S(=O)(=O)c3ccc4c(c3)OCCCO4)CC2)cc1
  ., 1, 0%, 17%, -0.2%, -3%, 5%, 6%, 1%, 7%
COc1cc2c(cc1OC)CN(C(=O)/C=C/c1cccc([N+](=O)[O-])c1)CC2
  18%, 10, -4%, -20%, -0.4%, -4%, -6%, 8%, -5%, -55%
CCc1cccc(C)c1N(C(=O)Cn1c(CO)nc2ccccc21)C(C)COC (centres undefined)
  3%, 12, -5%, -14%, -0.7%, -5%, -5%[46.1 µM], ., 2%, -5%
O=C(COc1ccc(Cl)cc1Cl)NCCCn1ccnc1
  -11%, 4, -7%, 8%, -0.8%, -5%, -2%, -5%, -9%, 6%
CC(=O)Nc1ccc(S(=O)(=O)NNC(=O)c2ccc3c(c2)OCO3)cc1
  2%, -1, -2%, -1%, 0.0%, -3%, 2%, 4%, 19%, -26%
COC(=O)c1cccc(NC(=S)Nc2ccc(Cl)c(Cl)c2)c1
  7%, 16, -3%, -9%, -0.3%, -2%, -2%, -1%, -8%, -29%
COCCN(C(=O)c1ccc(C)c(S(=O)(=O)N2CCOCC2)c1)c1c(N)n(CC(C)C)c(=O)[nH]c1=O
  ., ., ., ., ., -1%, 1%, ., 40%, 2%
COc1cccc(-c2nc3ccc(O)cc3c(=O)o2)c1
  -5%, 1, 6%, -1%, -0.3%, 0%, -1%, -1%, -11%, -25%
Cc1ccc(NC(=O)COC(=O)CCCC2=NS(=O)(=O)c3ccccc3N2)cc1C
  27%, -3, 0%, -1%, 0.3%, -1%, -9%, 1%, -13%, 0%
CCN(CC)S(=O)(=O)c1ccc(C(=O)NCc2n[nH]c(=S)n2-c2ccc(Cl)c(Cl)c2)cc1
  0%, 2, 3%, -1%, 0.0%, 0%, -7%, 2%, 14%, -20%
COc1ccc(CCN2C(=NC(=O)CCC(=O)O)SC3CS(=O)(=O)CC32)cc1 (centres undefined)
  3%, 3, 3%, ?, -4.3%, -3%, 4%, 1%, 8%, 11%
Cc1ccc(C(=O)OCC(=O)NC2CCS(=O)(=O)C2)c(C)c1 (centres undefined)
  ., ., -1%, 2%, -0.1%, -8%, 6%, -4%, -12%, -4%
Cn1c(/C=C/N2CCOCC2)c(C(=O)c2ccc(Br)cc2)c(=O)n(C)c1=O
  4%, 2, ., ., ., -2%, 1%, ., 2%, -40%
COCc1cc([C@@H]2C[C@H]3CN(c4ccccc4)C(=O)[C@]34CCCN24)ccc1OC
  10%, 0, 0%, 15µM*, 0.0%, -1%, -3%, 2%, 11%, -17%
CCc1ccc(CN(C)C(=O)c2cccc(S(=O)(=O)Nc3ccccc3OC)c2)cc1
  ., 8, -9%, ?, -0.4%, 0%, 4%, 8%, -27%, -53%
COc1ccc(/C=N/NC(=O)CN2CCCC2)cc1
  10%, 1, ?, 7%, -1.3%, -4%, ., 1%, -6%, -6%
O=C(O)CC1(CC(=O)Nc2ccccc2C(=O)c2ccccc2)CCCC1
  12%, -4, -2%, 18%, 0.1%, 0%, -3%, 0%, -4%, -7%
COc1cccc(-n2nnc3c(=O)n(Cc4cccc(F)c4)cnc32)c1
  4%, -4, 3%, 1%, -0.1%, 1%, -4%, -3%, ?, 19%
COc1cc(/C=C/C(=O)OCC(=O)N2c3ccccc3CC2C)cc(OC)c1OC (centres undefined)
  ., 3, -16%, ?, 0.2%, -3%, 1%, 1%, -19%, -23%
CCSc1nc(C2CC2)cc(-c2cccs2)c1C#N
  8%, 1, ?, ?, -0.2%, -8%, ., 13%, -8%, -16%
CC(C)(C)c1ccc(C(=O)Cn2cnnc2C#N)cc1
  4%, 2, 9%, 14%, 0.0%, 1%, -7%, 0%, 21%, 45%
Cc1nc(SCc2ccc(OCCC(C)C)cc2)n[nH]1
  10%, 22, 6%, ?, 0.0%, -6%, 6%, -3%, -3%, ?
Nc1cccc(-c2cn(-c3cc4cc(C#CC5(O)CCCCC5)ccc4oc3=O)nn2)c1
  ., 1, -6%, ?, 0.1%, ., 7%, -7%, -5%, 13%
O=C(OC1CCOC1=O)c1cc(S(=O)(=O)N2CCOCC2)c(Cl)cc1Cl (centres undefined)
  ., -2, -5%, 20%, -0.1%, -2%, 7%, -4%, -1%, -16%
COC(=O)CN1C(=O)CC(C)(C)S(=O)c2ccccc21 (centres undefined)
  -1%, -3, 1%, 15%, -0.4%, 1%, -4%, -1%, 25%, 1%
COc1ccc(CCNCc2c(-c3ccccc3)n(C)c3ccccc23)cc1
  -5%, 5, 4%, -6%, -0.2%, -4%, 1%, 0%, -61%[inhibitor], -69%
COC(=O)C1=C(C)N(CCCC(=O)O)C(=O)NC1c1ccc(C(F)(F)F)cc1 (centres undefined)
  1%, 0, ., 15%, -0.2%, -4%, -1%, -10%, -10%, -10%
O=C(CCCc1ccccc1)NCc1ccccc1Cl
  -13%, ?, ., ?, -0.5%, -7%, 3%, 12%, 33%, 78%
Cc1ccccc1C(=O)NNC(=O)/C=C\C(=O)O
  -8%, 9, 12%, ?, -0.9%, -3%, 8%, 6%, ?, 38%
Cc1cc(C(F)(F)F)c2sc(N)nc2n1
  12%, -3, -13%, ?, 0.5%, -6%, 1%, 1%, -11%, -19%
CCCc1ccc(OCC(=O)Nc2cc(S(=O)(=O)CC)ccc2O)cc1
  11%, 0, 1%, 0%, -0.9%, -13%, 5%, -1%, -6%, 0%
COC(=O)c1sccc1NC(=O)CN(C)NS(=O)(=O)c1ccc([N+](=O)[O-])cc1
  2%, -4, 3%, 29%, -0.2%, -11%, -1%, -3%, -5%, -25%
Cc1cc(C)cc(NC(=S)NCc2cccs2)c1
  4%, ?, 0%, 0%, -0.7%, -1%, -2%[46.1 µM], 9%, -33%, 2%
CCCCNC(C(=O)Nc1ccc([N+](=O)[O-])cc1Br)c1ccccc1 (centres undefined)
  -1%, 0, -7%, 9%, -0.3%, -1%, 2%[46.1 µM], 14%, -12%, -21%
O=C(COC(=O)CCNS(=O)(=O)c1ccccc1)NC(=O)c1ccccc1
  ., -1, 2%, 16%, -0.8%, -2%, -5%, 1%, 16%, 16%
COc1ccc(/C(O)=C2/C(=O)C(=O)N(CCCN(C)C)C2c2cccc(Cl)c2)cc1OC (centres undefined)
  -7%, 1, -8%, 8%, -0.2%, -1%, -5%[46.1 µM], 3%, -15%, 6%
COc1ccc(CC(=O)Nc2ccc(-c3nc4cc(C)ccc4o3)c(O)c2)cc1OC
  78%[activator], 21, 20%, ?, 0.0%, 2%, -8%, 5%, ?, 31%
O=C(c1cccc(Cl)c1)C1CCCN(C(=O)c2ccoc2)C1 (centres undefined)
  5%, 1, 1%, 2%, 0.2%, -2%, 12%, 8%, -2%, 3%
Nc1c(C(=O)OCC2CCCO2)c2nc3ccccc3nc2n1C1CCCCC1 (centres undefined)
  -3%, 24, 14%, -18%, -0.2%, -7%, ., 2%, -30%[7.66 µM], -18%

The last 2 entries of the section above come first, to join the parts.
Results follow in this order: MLL CXXC-DNA inh, TRPV1 agonist, p53 reactivation, ELG1 repair inh, B2AR arrestin, TSG101-PTAP inh, TCR act, AT treatment, a7 integrin act, BRCA1 expr up
O=C(c1cccc(Cl)c1)C1CCCN(C(=O)c2ccoc2)C1 (centres undefined)
  5%, 1, 1%, 2%, 0.2%, -2%, 12%, 8%, -2%, 3%
Nc1c(C(=O)OCC2CCCO2)c2nc3ccccc3nc2n1C1CCCCC1 (centres undefined)
  -3%, 24, 14%, -18%, -0.2%, -7%, ., 2%, -30%[7.66 µM], -18%
CN(CC(=O)NCC(=O)Nc1ccc(F)c(F)c1F)C1CCS(=O)(=O)C1 (centres undefined)
  ., 2, 10%, -2%, 0.1%, -1%, 6%, -2%, -23%, 5%
COc1ccc2c(CC(=O)Nc3nc(C)cs3)coc2c1
  6%, -2, -3%, ?, 0.0%, -5%, ., 4%, 4%, 24%
COc1ccc(N(C)C(=O)Cc2c(C(=O)O)n(C)c3ccccc23)c(OC)c1
  -1%, 2, 2%, -4%, 0.0%, 1%, -4%, 7%, -3%, -8%
CCCCOc1ccc(N(CC(=O)NC(C)(C)CC)C(=O)CCC(=O)Nc2ccccn2)cc1
  8%, 5, -1%, -18%, -0.7%, -1%, -14%, -4%, -17%, -36%
COc1ccccc1-c1cc(-c2ccccc2)nc(SC(C(N)=O)c2ccccc2)c1C#N (centres undefined)
  7%, -3, -24%, -1%, 2.9%, -2%, -1%, 2%, -70%[inhibitor], -29%

Assay outcomes from PubChem BioAssay.
